# Source: PubChem BioAssay (several laboratories)
# GSK3A inh: inhibitors of human GSK-3 alpha kinase. P49840. 320,000 tested, 0.1% active. inhibition, % at 10 µM. ADP-Glo luminescence, 60 min;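 in the data active means inhibition above about 50%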;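 further: GST-tagged GSK-3 alpha with peptide substrate and 25 µM ATP; 0% = DMSO neutral wells and 100% = GW8510 positive control wells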
# Target sequence (P49840 whole entry, looked up): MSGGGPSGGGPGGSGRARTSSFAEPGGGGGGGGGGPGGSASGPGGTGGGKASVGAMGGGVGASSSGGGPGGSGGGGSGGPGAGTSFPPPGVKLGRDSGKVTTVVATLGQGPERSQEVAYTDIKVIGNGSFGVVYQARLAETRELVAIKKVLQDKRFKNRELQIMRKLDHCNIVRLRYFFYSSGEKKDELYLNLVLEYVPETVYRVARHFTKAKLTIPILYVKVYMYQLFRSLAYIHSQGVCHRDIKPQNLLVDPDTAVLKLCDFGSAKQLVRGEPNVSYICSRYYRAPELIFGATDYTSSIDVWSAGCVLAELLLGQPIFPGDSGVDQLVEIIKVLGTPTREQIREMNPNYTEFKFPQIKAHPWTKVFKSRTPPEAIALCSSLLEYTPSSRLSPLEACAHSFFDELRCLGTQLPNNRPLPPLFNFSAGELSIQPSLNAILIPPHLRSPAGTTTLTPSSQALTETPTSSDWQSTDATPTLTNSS
# HSF1 inh: HSF1 inhibition; NIH3T3-HGL HSE-luciferase, MG132-induced, luminescence 8 h; active compounds read low; activity change, negative = inhibition, % at 7.5 µM (by protocol); 300,000 tested, 0.77% active; AID 2098;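 active means more than half of replicate wells show activity change below -50%, luminescence cut by over half; inconclusive means some wells, but at most half, below -50%; inactive means no replicate well below -50%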;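 further: luciferase reports HSF-1 transcriptional activity via heat shock element; 0% = median of DMSO wells and -100% = zero luminescence signal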
# AI-2 QS modul: modulates the Vibrio harveyi AI-2 quorum sensing system; Vibrio harveyi JMH597 AI-2 luminescence/OD600 ratio, 9 h; active compounds read low; strain lacks LuxN and CqsS sensors; 0 = neutral-control median; activity change, % at 7.5 µM; 300,000 tested, 0.4% active; in the data active means activity change below about -75%, passing the limit was not always enough; inconclusive means no clear call, values can overlap the other calls;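 further: luminescence divided by OD600 gain over 9 h not by final OD600 alone; inactives centre near 13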
# aSyn UTR inh: 5' untranslated region of α-synuclein, MLPCN primary screen; alpha-synuclein 5'UTR reporter, inhibitor activity; inhibition, % (tested at 7.5 µM); 300,000 tested, 0.82% active; AID 1813; in the data active means inhibition above about 60%; inconclusive means no clear call, values can overlap the other calls;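 further: H4 neuroglioblastoma cells stably carrying SNCA 5'UTR luciferase fusion; 0% = DMSO wells and 100% = positive control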
# GSK3beta inhib: human GSK3beta kinase inhibition; GST-GSK3beta kinase, ADP-Glo luminescence, 60 min; active compounds read low; activity score (negative = inhibition), % at 10 µM; 300,000 tested, 0.038% active; AID 2097;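 active means more than half of replicate wells score below -50%, meaning over 50% inhibition versus plate controls; inconclusive means some replicates but at most half score below -50%; inactive means no replicate scores below -50%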;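 further: 0% = median DMSO wells and -100% = median GW8510 positive control wells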
# Target sequence (P49841 whole entry, looked up): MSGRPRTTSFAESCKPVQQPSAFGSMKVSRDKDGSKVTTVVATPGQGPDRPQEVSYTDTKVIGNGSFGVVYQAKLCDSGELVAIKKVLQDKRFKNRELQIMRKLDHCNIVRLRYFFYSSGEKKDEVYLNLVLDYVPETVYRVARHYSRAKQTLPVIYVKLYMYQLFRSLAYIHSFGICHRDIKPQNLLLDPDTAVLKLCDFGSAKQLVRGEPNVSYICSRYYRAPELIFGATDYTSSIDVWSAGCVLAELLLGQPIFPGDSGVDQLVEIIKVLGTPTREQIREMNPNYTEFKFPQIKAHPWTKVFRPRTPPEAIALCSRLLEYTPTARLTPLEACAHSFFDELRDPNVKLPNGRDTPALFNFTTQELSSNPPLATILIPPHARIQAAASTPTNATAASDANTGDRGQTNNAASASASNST
#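 Assay system: GST-tagged human GSK3beta kinase, cell-free; Input: 1.6 ng GSK3beta; Medium: Tris/MgCl2 kinase buffer; Timing: 60 min enzyme reaction, room temperature; Signal: ADP-Glo luminescence quantifying ADP generated by kinase; Evaluation: score relative to plate controls; Benchmarks: DMSO neutral wells and GW8510 at 20 µM as positive.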
# IEC-6 tox: kills IEC-6 intestinal cells in KLF5 counter-screen. IEC-6 cytotoxicity, luminescence viability. inhibition, % at 5 µM. 290,000 tested, 0.78% active. AID 1825; in the data active means inhibition above about 22%;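 further: 0% = plate median of test compound wells and 100% = cytotoxic reference compound wells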
# HIF activator: HIF pathway transcriptional activation; U2OS HRE-luciferase reporter, luminescence; normalized: DMSO 0%, desferrioxamine 100%; activation, % at 7.5 µM (by protocol); 300,000 tested, 0.32% active; AID 1910;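 active means mean activation of at least 10% of the iron chelator positive control signal, with at least half of replicates also reaching 10%; inconclusive means mean and replicate majority disagree about reaching 10%; inactive means mean and most replicates under 10%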
# KLF5 inhibitor: kruppel-like factor 5 inhibition; 290,000 tested, 0.23% active; AID 1700; DLD-1 KLF5 promoter-luciferase reporter, luminescence; inhibition, % at 5 µM;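 active means inhibition above a per-plate limit of that plate's mean compound inhibition plus 3 SD, cut at about 60% in these data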;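 further: 0% = DMSO wells and 100% = LY294002 at 200 µM; higher means less KLF5 promoter-driven luciferase light; inactives centre near -14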
# HSF1 activator: increases HSF-1 driven luciferase reporter signal; activation, % at 9 µM; NIH3T3-HGL HSF-1 luciferase reporter, MG132, 8 h; 100% = twice DMSO control signal; 300,000 tested, 1.7% active;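 active means mean replicate activation of at least 50% with a set share of replicates each reaching 50%; inconclusive means only one of those two conditions met; inactive means mean below 50% and too few replicates reaching it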;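 further: 0% = median of the neutral control wells and 100% = twice that signal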
# HSP90 refold inh: HSP90 refolding inhibition in rabbit reticulocyte lysate; inhibition, % at 5.6 µM; luciferase refolding luminescence, 3 h; 290,000 tested, 0.91% active; AID 1789;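 active means inhibition above the screen-wide mean plus 3 SD, computed separately per campaign, cut at about 16% in these data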;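 further: 0% = DMSO wells and 100% = 60 µM geldanamycin wells; inhibitors lower the luminescence because luciferase stays unfolded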
# Numbers without * were called inactive; ? = inconclusive; . = no result given.
SMILES,GSK3A inh,HSF1 inh,AI-2 QS modul,aSyn UTR inh,GSK3beta inhib,IEC-6 tox,HIF activator,KLF5 inhibitor,HSF1 activator,HSP90 refold inh
O=C1CN(C(=O)/C=C/c2cc(Br)ccc2F)CCN1,-1,1,.,8,.,4,-1.3,11,-8,5
O=C(/C=C/c1ccc([N+](=O)[O-])cc1)NCC1CCCO1 (stereo unspecified),.,-4,14,-31,-2,5,1.3,-34,22,0
COC(=O)c1ccc(CSc2nnc(SCc3ccc(C(=O)OC)o3)s2)o1,0,20,0,16,1,8,0.0,9,26,1
CCCN(CC(=O)Nc1ccccc1C)C(=O)CCNC(=O)c1ccccc1Cl,-2,2,2,0,1,.,0.2,.,21,.
Cc1cn(S(=O)(=O)c2ccccc2[N+](=O)[O-])cn1,-6,4,9,-19,-1,-13,-0.5,-4,20,-4
CCC1C=C(c2ccccc2)C=CN=C1N(CC)CC (stereo unspecified),-4,3,9,7,3,-4,-1.4,9,-4,-2
COc1cc(-n2c(=O)c3ccccc3n(Cc3cc(=O)n4ccccc4n3)c2=O)cc(OC)c1OC,-1,3,16,7,-1,4,-0.4,-6,-1,2
Cc1cc(NC(=O)COC(=O)[C@H](Cc2c[nH]c3ccccc23)NC(=O)c2ccc(F)cc2)no1,-1,25,18,15,2,7,-10,-26,?,3
COc1cc(CN2CCNC(=O)C2CC(=O)N(C)CCN2CCOCC2)cc(OC)c1 (stereo unspecified),.,-6,4,-7,0,-8,0.5,-23,15,-3
CC(=O)c1cnc2c(-c3ccccc3)c(-c3ccccc3)nn2c1C,-4,-8,10,18,-3,4,-2.1,-25,-16,2
CC(=O)c1ccc(NC(=S)N2CCC(O)CC2)cc1,0,-8,27,5,1,1,-0.2,22,-21,-2
O=c1c(-c2ccccc2)nc(-c2ccccc2)cn1O,-4,3,-6,-47,5,8,1.0,18,11,2
CCCCc1ccc(NC(=O)N[C@H](C(=O)O)C(C)C)cc1,-2,0,39,2,-1,2,0.3,-25,-2,-5
CN(C)c1ccc(P(=O)(OC2CCCCC2)C(O)c2ccncc2)cc1 (stereo unspecified),-1,7,-9,-1,-3,2,0.2,3,13,-4
CCOC(=O)c1sc(NC(=O)CSc2nncs2)c(C(=O)OCC)c1C,-2,39,33,3,-2,5,0.1,-20,56*,-2
CCCCC(C(=O)O)C(C)CC(=O)NNC(=O)c1ccco1 (stereo unspecified),-5,-4,9,-2,2,0,-0.5,-12,-21,2
Cc1[nH]c2ccccc2c1/C=C/C(=O)c1ccncc1,-2,4,14,-11,-2,7,-0.2,14,-5,5
C[C@]1(C(=O)NCCN2CCOCC2)C=C[C@@H](Cc2ccccc2)N1C(=O)c1ccccc1,0,-1,10,-18,-1,-1,1.0,1,-4,-3
CN(C)S(=O)(=O)c1ccc(Cl)c(C(=O)NCC2CCCCC2)c1,-1,2,17,3,-3,3,0.0,3,10,-6
CC(C)(C)c1ccc(S(=O)(=O)N2CCCC2C(=O)N2CCOCC2)cc1 (stereo unspecified),-2,-14,28,-2,0,-5,-0.6,6,-6,-4
O=C(O)CSc1nnc(CSc2nc3ccccc3s2)n1-c1ccccc1,.,0,7,16,4,-2,0.1,-34,-3,-4
COc1cc(C(=O)N2CCN(c3ccccc3)CC2)c([N+](=O)[O-])cc1OC,-4,0,19,1,1,-1,-0.5,-15,-6,-5
CC(C(=O)c1ccccc1)[n+]1cccc(Br)c1 (stereo unspecified),-3,-5,6,-32,-2,-1,0.4,-37,-15,-2
O=C(NCc1cccs1)C1CCN(S(=O)(=O)c2cccs2)CC1,0,-4,1,15,0,7,-0.6,-7,11,1
O=C(C1=C[C@@H](c2ccccc2)C[C@@H](OCCCCO)O1)N1CCN(Cc2ccc3c(c2)OCO3)CC1,2,-1,0,18,4,-7,1.9,-25,-3,2
Cc1ccc(C2CC(=O)N3CN(Cc4ccco4)CSC3=C2C#N)cc1 (stereo unspecified),10,2,22,-15,-25,-8,0.0,2,-17,1
Cc1nn(C(C)C(=O)NC(C)CCc2ccccc2)c(=O)c2cc3occc3n12 (stereo unspecified),2,7,23,9,-1,11,-0.3,12,-3,4
FC(F)Oc1ccccc1NC(=S)Nc1cccc(Cl)c1Cl,0,2,18,-36,-1,1,-0.4,-20,3,0
Cc1cc(C)nc(SCc2cn3c(C)cc(C)nc3n2)n1,3,6,26,11,3,-6,-0.1,1,-1,-4
FC(F)(F)c1cc(-c2ccccc2)nc2ncnn12,-1,1,16,12,0,4,-0.1,-14,-5,0
O=c1cc(CN2CCN(S(=O)(=O)c3ccccc3)CC2)nc2sccn12,1,-7,-1,-5,4,-3,-0.2,-18,-13,0
Nc1nc2ccccc2n1C(=O)c1cccs1,0,19,7,-50,2,8,1.1,-119,37,6
Cc1cccc(N2CCN(Cc3ccoc3)CC2)c1C,-2,0,22,13,0,1,0.6,-25,-7,1
Cc1cc(C2=NNC(=Nc3ccccc3)SC2)c(C)n1C,-1,.,31,-80,3,-8,1.7,-26,.,4
CCc1cccc(CC)c1N(COC)C(=O)Cn1c(C(C)O)nc2ccccc21 (stereo unspecified),-5,0,5,-3,3,-8,-0.5,-5,-6,-1
COc1ccc(/C=N/Nc2cc(C)nc(N3CCOCC3)n2)c(OC)c1,1,-35,10,-12,1,2,1.1,-16,-46,-3
CCCC(=O)Nc1nc(-c2ccccc2)ns1,.,33,4,-152,3,0,.,-122,47,1
Cc1nc2ncnn2c(C)c1CCC(=O)NCCCN1CCN(c2cccc(Cl)c2)CC1,-4,-2,36,-9,1,-1,-0.1,-28,3,3
COc1ccc(N(CC(=O)N2CCN(c3ccccc3F)CC2)S(=O)(=O)c2ccc(C)cc2)cc1,0,-11,14,0,4,-5,1.0,-47,-5,2
CCOc1ccc(N(CC(=O)N/N=C/c2ccccn2)S(=O)(=O)c2ccc(Cl)cc2)cc1,.,.,21,.,0,4,.,-42,.,5
CCOCCc1nnc(NC(=O)Cc2c(F)cccc2Cl)s1,-42,-9,4,21,-3,0,0.9,-5,1,0
CCN(CC)S(=O)(=O)c1cc(NC(=O)CSc2nc3c(cc2C#N)C(=O)CC(C)(C)C3)ccc1C,-1,47,5,13,3,-1,0.1,-7,46,0
CCSc1nc2n(n1)C(c1cccc(F)c1)C1=C(CCCC1=O)N2 (stereo unspecified),15,1,39,7,3,-1,0.1,13,29,1
CN1C(=O)C2(Oc3ccccc3C3CC(c4ccccc4)=NN32)c2ccccc21 (stereo unspecified),5,47,14,-164,0,7,2.4,-8,76*,4
N#Cc1c(Nc2ccccc2)sc(C(=O)c2ccccc2)c1N,.,0,24,37,-2,0,-0.2,2,6,-1
CC(Oc1ccc(Cl)cc1Cl)C(=O)Nc1cccnc1 (stereo unspecified),-1,4,33,23,1,7,-0.2,-9,5,2
Cc1c(N=C2NN=C(c3c[nH]c4ccccc34)CS2)c(=O)n(-c2ccccc2)n1C,2,15,22,2,0,0,-0.1,1,32,-1
Cc1ccc(CNC(=O)C2CC(c3cc(C(F)(F)F)cc(C(F)(F)F)c3)=NO2)o1 (stereo unspecified),-2,-1,3,-22,-2,.,1.9,.,1,.

# One compound at a time, as listed above. Screens in order: GSK3A inh, HSF1 inh, AI-2 QS modul, aSyn UTR inh, GSK3beta inhib, IEC-6 tox, HIF activator, KLF5 inhibitor, HSF1 activator, HSP90 refold inh
# `O=C(NCc1cccs1)C1CCN(S(=O)(=O)c2cccs2)CC1` is listed as 0, -4, 1, 15, 0, 7, -0.6, -7, 11, 1
# `CN(C)S(=O)(=O)c1ccc(Cl)c(C(=O)NCC2CCCCC2)c1` is listed as -1, 2, 17, 3, -3, 3, 0.0, 3, 10, -6

# Continued.
SMILES,GSK3A inh,HSF1 inh,AI-2 QS modul,aSyn UTR inh,GSK3beta inhib,IEC-6 tox,HIF activator,KLF5 inhibitor,HSF1 activator,HSP90 refold inh
Cc1ccc(NS(=O)(=O)c2ccc(OCC(=O)NCc3cccnc3)cc2)cc1,-5,4,11,14,0,6,-0.6,-2,-1,6
Cn1cc(CNCc2ccc(-n3cccn3)cc2)c(-c2ccccc2F)n1,0,-5,1,14,2,4,-0.1,-31,0,3
COc1cc(-c2nnc(-c3cccs3)o2)cc(OC)c1OC,-1,4,18,-29,1,-2,0.5,7,-5,0
C/C(Cl)=C\Cn1c(O)c(N=NC(N)=S)c2ccccc21,1,-4,10,46,2,-7,-0.4,20,-4,-4
Cc1cc[n+](C(C)C(=O)c2ccc(Cl)cc2)cc1 (stereo unspecified),0,1,35,-2,2,-3,-0.7,-14,-15,-6
CC(C(=O)N(C)C)N1c2cccc3cccc(c23)S1(=O)=O (stereo unspecified),.,-6,2,12,4,0,-0.1,0,1,2
CCOC(=O)N1CCC(N2Cc3cccc(C(=O)Nc4ccc(S(=O)(=O)N(CC)CC)cc4)c3C2=O)CC1,1,0,8,-9,-1,2,-0.3,-29,-3,-3
N#Cc1ccccc1NC(=O)C(=O)NCC1CCCN1S(=O)(=O)c1cccs1 (stereo unspecified),-2,-5,7,-1,2,.,0.3,.,-1,.
CCCCCCc1nc(C(N)=O)c2[nH]c(=O)n(-c3ccccc3F)c2n1,-4,-1,28,25,1,-6,0.2,-11,3,1
O=C1CCN(CCCc2ccccc2)CCN1CCO,-2,-4,6,14,4,3,0.1,-22,-23,-2
CC(C)CNC(=O)c1cc([N+](=O)[O-])ccc1N1CCCCC1,3,1,12,0,3,2,-0.2,-10,-8,4
Cc1cc(OC(=O)C(C)(C)C)c([N+](=O)[O-])c(=O)[nH]1,1,-6,-1,5,-2,6,0.0,11,4,3
CCOC(=O)c1ccc(S(=O)(=O)Nc2ccccc2-c2nnn(CC)n2)cc1,.,4,38,10,-3,-4,-0.4,3,10,0
COc1cc(N/C=C(\C(C)=O)c2ccccc2)cc(OC)c1,3,.,.,.,.,-4,.,20,.,-1
CSC1=N/C(=C\c2cccc(F)c2)C(=O)S1,4,9,9,10,0,-4,0.0,-24,0,1
Cc1ccc(NS(=O)(=O)c2ccc3c(c2)oc(=O)n3C)cc1C,0,-14,40,6,1,10,0.5,-13,-16,5
COC(=O)c1ccc(SCC(=O)NC2CCCCC2)c([N+](=O)[O-])c1,-2,2,6,13,0,-1,-0.1,-12,5,-1
Cc1ccccc1Nc1nc(N)nc(CSc2nnnn2-c2ccccc2)n1,-4,0,11,16,-1,0,0.1,-3,18,2
CCC(=O)c1ccc(OCC(=O)Nc2cc(S(=O)(=O)N3CCCCC3)ccc2OC)cc1,-1,8,8,-8,2,8,-1.3,3,24,1
NS(=O)(=O)c1ccc(NNC(=O)c2ccc(F)cc2F)cc1,0,1,4,3,3,-4,-0.4,-37,27,-3
COc1ccc(C(=O)c2cn(-c3cccc(Br)c3)nc2C(C)=O)cc1,0,5,23,7,-4,.,0.1,.,3,.
COc1cc(NC(=S)N2CCN(C)CC2)cc(OC)c1,7,3,15,-5,3,-2,-35,-23,-3,1
